DDE Tn6 FP inh = inhibitors of Tn6 peptide binding to human fibrin DD(E). P02675. Fibrin DD(E) TRITC-Tn6 fluorescence polarization displacement. inhibition, % at 8.3 µM. hit rate 0.21% among 370,000. AID 720509;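 active = inhibition above a per-campaign cutoff: mean of compounds within control limits plus 3 SD, cut at about 15% in these data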;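 note: 0% = median of all compound wells on the plate and 100% = blocking peptide control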
GC-B act = GC-B (human) receptor activation; hit rate 0.11% among 370,000; activation, % at 10 µM; HEK293-GC-B cells, CNP EC30, cGMP TR-FRET; 0% at EC30 CNP, 100% saturating CNP; AID 1920062; P20594;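 active = activation at 10 µM reaching about 35% in either raw or pattern-adjusted values, limit read from the data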
proKLK7 act = activates the human kallikrein-7 zymogen | P49862 | purified proKLK7, EDANS-DABCYL substrate fluorescence; 100% is mature enzyme control, 0% vehicle | activation, % at 7 µM | hit rate 0.9% among 370,000 | AID 652039;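 active = activation above the mean of all tested compounds plus 3 SD, computed per campaign excluding outliers beyond control limits, cut at about 13% in these data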
NPR1 activator = GC-A (human) enzyme activation; hit rate 0.14% among 370,000; HEK293 GC-A cells, cGMP TR-FRET, EC30 ANP; 0% at EC30 ANP, 100% saturating ANP; P16066; activation, % at 10 µM; in the data active = activation above about 40%
Target sequence (P16066 whole entry, looked up): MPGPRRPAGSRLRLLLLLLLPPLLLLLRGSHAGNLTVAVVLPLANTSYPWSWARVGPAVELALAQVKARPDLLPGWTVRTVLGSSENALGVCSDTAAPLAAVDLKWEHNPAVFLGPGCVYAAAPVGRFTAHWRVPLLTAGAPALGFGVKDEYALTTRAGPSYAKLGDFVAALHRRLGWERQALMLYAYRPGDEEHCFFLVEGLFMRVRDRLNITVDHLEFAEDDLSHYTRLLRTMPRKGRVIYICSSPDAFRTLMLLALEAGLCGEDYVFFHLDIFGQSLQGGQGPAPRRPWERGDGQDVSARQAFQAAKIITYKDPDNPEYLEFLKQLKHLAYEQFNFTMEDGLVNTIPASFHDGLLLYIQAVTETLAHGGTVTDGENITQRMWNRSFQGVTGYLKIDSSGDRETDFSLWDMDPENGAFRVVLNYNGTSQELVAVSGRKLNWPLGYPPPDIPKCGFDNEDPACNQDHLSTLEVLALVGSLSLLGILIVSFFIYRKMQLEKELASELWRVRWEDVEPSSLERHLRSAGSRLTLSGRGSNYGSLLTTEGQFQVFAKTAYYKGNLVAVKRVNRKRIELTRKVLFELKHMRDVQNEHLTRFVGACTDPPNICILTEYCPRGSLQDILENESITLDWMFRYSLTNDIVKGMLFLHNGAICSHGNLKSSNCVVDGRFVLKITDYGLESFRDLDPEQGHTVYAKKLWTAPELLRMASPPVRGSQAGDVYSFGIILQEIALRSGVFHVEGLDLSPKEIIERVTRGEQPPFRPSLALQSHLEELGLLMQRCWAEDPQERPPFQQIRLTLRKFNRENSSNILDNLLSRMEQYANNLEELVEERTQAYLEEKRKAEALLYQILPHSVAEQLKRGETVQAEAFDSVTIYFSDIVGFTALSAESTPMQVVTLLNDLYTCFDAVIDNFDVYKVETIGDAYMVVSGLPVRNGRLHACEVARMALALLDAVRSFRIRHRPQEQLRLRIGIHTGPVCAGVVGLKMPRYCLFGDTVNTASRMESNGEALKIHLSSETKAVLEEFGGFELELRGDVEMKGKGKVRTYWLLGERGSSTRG
rCAG binder = molecules binding r(CAG) RNA repeats | inhibition, % at 3 µM | AID 651821 | r(CAG) RNA repeat, TO-PRO-1 dye displacement fluorescence | hit rate 1.3% among 370,000;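 active = inhibition above the plate cutoff, the mean of all test compounds on that plate plus 3 SD, cut at about 35% in these data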;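 note: 0% = DMSO alone and 100% = 100 µM mitoxantrone as full dye displacement; higher means more dye released from RNA so lower well fluorescence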
ASAP1 GAP inh = ASAP1 ArfGAP inhibition; Q9ULH1; ASAP1-stimulated ARF1 GTP hydrolysis, GDP FP detection; inhibition, % at 16.5 µM; hit rate 0.19% among 360,000; in the data active = inhibition above about 25%;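 note: 0% = vehicle with enzyme and substrate and 100% = no enzyme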
ARFGAP1 inh = inhibitors of rat ARFGAP1; Q62848; Arfgap1-stimulated ARF1 GTP hydrolysis, GDP FP detection; hit rate 0.26% among 360,000; inhibition, % at 16.5 µM;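 active = inhibition above a per-plate limit, mean inhibition of low control wells plus 3 SD, cut at about 25% in these data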;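 note: 0% = DMSO wells with enzyme and 100% = wells lacking Arfgap1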
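Material: rat Arfgap1 GAP domain (His6, aa 1-136), purified enzyme. Also added: human ARF1(Δ1-17)-GTP substrate. Compound dosing: 16.5 µM single point, 1.26% DMSO. Timing: enzyme reaction 120 min at 25 °C after 20 min preincubation. Signal: GDP detection by fluorescence polarization. Read-out basis: percent inhibition of GAP-stimulated GDP formation, scaled between DMSO and no-Arfgap1 medians.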
HGIII-sPLA2 inh = Blocks human group III sPLA2 activity; AID 743126; hit rate 0.56% among 370,000; QFRET BODIPY PC-A2 liposome hydrolysis, fluorescence; inhibition, % at 12.2 µM; Q9NZ20;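 active = inhibition above mean plus 3 SD of compounds lying within the high and low control bounds, cut at about 19% in these data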;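 note: 0% = median of test compound wells and 100% = no enzyme DMSO wells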
ADAM10 inh = ADAM10 inhibition, QFRET primary screen; hit rate 0.62% among 370,000; O14672; inhibition, % at 7 µM; recombinant ADAM10, EDANS/DABCYL FRET peptide cleavage, 3 h;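 active = inhibition above a per-campaign cutoff equal to the mean of compounds falling between control-based bounds plus 3 SD, cut at about 20% in these data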;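 note: 0% = DMSO wells while the 100% control is not disclosed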
GAA850 FXN act = activators of GAA850 frataxin (FXN) promoter; activation, % at 6 µM; HEK293 lucGAA850 FXN promoter luciferase reporter, 24 h; percent of 10 µM SAHA response; hit rate 0.56% among 360,000;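 active = activation above the average of all compounds screened plus 3 SD, cutoff fixed separately per campaign, cut at about 7.5% in these data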;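 note: 0% = DMSO wells and 100% = 10 µM SAHA wells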
* = called active by the depositor; i = inactive; . = not tested or not shown.

Sequence of screens – DDE Tn6 FP inh	GC-B act	proKLK7 act	NPR1 activator	rCAG binder	ASAP1 GAP inh	ARFGAP1 inh	HGIII-sPLA2 inh	ADAM10 inh	GAA850 FXN act
1. CCOc1cc(C2NC(=O)NC(C)=C2C(C)=O)cc(Cl)c1OCC(=O)O (stereo not given)
→ 0	-6	0.1	4	2	-5	-8	5	4	1.1
2. COc1ccc(N2C(=O)CC(Sc3n[nH]c(-c4ccccc4)n3)C2=O)cc1 (stereo not given)
→ 3	-1	0.7	-4	4	5	5	-13	2	0.8
3. Cc1cc(Br)ccc1NC(=O)CNC(=O)Cn1ncc(Cl)c(Cl)c1=O
→ 1	-3	0.2	-28	1	3	-1	-2	-15	8.7*
4. O=C(CCC(=O)N1CCN(C2c3ccccc3-c3ccccc32)CC1)Nc1nnc(C(F)(F)F)s1
→ 3	-7	0.2	2	7	.	.	1	2	.
5. Nc1c(Cl)ncnc1N1CCN(c2ncnc(Cl)c2N)CC1
→ 7	-2	-0.5	-2	-2	7	-6	2	5	-1.2
6. CCCOc1ccc(C(=O)Nc2cccnc2)cc1
→ -4	0	-0.2	-2	-1	-9	3	3	2	0.5
7. CC1Cc2ccccc2N1C(=O)NC1CC(=O)N(c2ccc3c(c2)OCCO3)C1 (stereo not given)
→ -4	-4	0.2	-1	-5	-4	1	1	-4	-1.4
8. COc1ccc(C(=O)NNC2=C(C(=O)C(F)(F)F)CCC2)cc1
→ -3	0	-0.5	-2	-2	-12	2	-3	6	1.1
9. CC1CCc2c(C(=O)NCCCN3CCOCC3)csc2C1 (stereo not given)
→ 0	3	-0.3	4	-5	-1	-7	6	8	1.6
10. Cc1cccc(C(=O)Nc2nnc(Cc3c[nH]c4ccccc34)s2)c1
→ 3	2	-0.4	0	8	10	5	-67	0	2.5
11. CCN(CC)CCNC(=O)C12CC3CC(CC(C3)C1)C2
→ -6	3	-0.3	5	-2	9	-3	2	-8	1.0
12. N#Cc1c(-c2ccc(F)cc2)noc1N
→ -4	-4	0.7	1	1	0	-5	-1	5	0.0
13. COc1cccc(-c2c(C(=O)N/N=C/c3ccc(C)s3)nnn2-c2nonc2N)c1
→ 2	-4	1.6	-3	6	-3	-5	-17	8	0.0
14. CC(C)Oc1ccc(C2NC(=O)NC2=O)cc1 (stereo not given)
→ 4	2	-0.1	5	1	-8	-4	1	4	1.4
15. NC(=O)c1nsc(C(=O)N(c2cccc(F)c2)C(C(=O)NCC2CCCO2)c2cccs2)c1N (stereo not given)
→ -3	-14	-1.9	-25	1	-3	-6	-4	-112	-0.9
16. CC(Sc1nnc(-c2cccs2)n1-c1ccccc1)C(=O)NCc1ccc2c(c1)OCO2 (stereo not given)
→ -9	-8	-1.0	-6	-5	12	5	-7	2	2.6
17. COC(=O)CCSc1nccn1Cc1ccccc1
→ -2	3	-0.9	5	-3	8	-4	5	4	0.5
18. COc1ccccc1NC(=O)N(Cc1ccc2c(c1)OCO2)Cc1nc2ccccc2c(=O)[nH]1
→ 3	7	-0.1	4	5	8	4	2	-2	-2.6
19. CN(/C(=N/S(=O)(=O)c1ccccc1)c1ccccc1)S(=O)(=O)c1ccccc1
→ 2	2	0.0	-2	0	-4	-6	1	-9	2.2
20. COC(=O)CSc1nnc(CNS(=O)(=O)c2ccc(Cl)cc2)n1C
→ -9	5	0.5	-2	1	0	8	2	0	0.1
21. COc1ccc(-c2cc(C(=O)NCCCN3CCCC3=O)c3ccccc3n2)cc1
→ 6	6	35*	1	-2	5	24	3	i	-2.6
22. Cc1[nH]n(-c2ccccc2)c(=S)c1C=NCCCN=Cc1c(C)[nH]n(-c2ccccc2)c1=S
→ -8	-5	-0.6	6	-1	-14	-6	11	-4	6.5
23. CC(C)(C)NC(=O)Cn1nnnc1-c1nonc1N
→ 1	4	-0.6	-4	2	-17	-3	1	-5	2.5
24. O=C(C1CCN(S(=O)(=O)c2ccc(Br)s2)CC1)N1CCN(C2CCCCC2)CC1
→ 0	1	-0.1	1	-6	-16	2	-13	-2	1.0
25. O=C(COc1ccc([N+](=O)[O-])cc1)Nc1ccc2[nH]c(=O)[nH]c2c1
→ 3	0	-0.4	0	1	12	-5	9	-4	0.1
26. CCCCc1c(C)nc(N)[nH]c1=O
→ 8	6	0.4	1	2	-3	-1	1	1	1.6
27. CCc1nc2c(OCC(=O)N3CCOCC3)cccn2c1N(C=O)Cc1ccccc1
→ -8	1	0.0	3	4	-6	2	-2	-6	0.2
28. Cc1cc(CNC(=O)C2CCC(=O)N(Cc3cccc(C(F)(F)F)c3)C2)no1 (stereo not given)
→ -3	3	0.2	2	-4	-11	0	-3	-1	-0.5
29. Cc1cc(C)c(N)c(C(=O)O)c1
→ -5	-3	0.9	-4	-2	10	-10	-1	-293	0.8
30. CCOc1ncccc1C(=O)Nc1ccc(Cl)c(S(=O)(=O)N2CCCC2)c1
→ 1	6	-0.2	6	4	5	-1	0	-13	1.4

Shown as labelled records: three of the compounds above
22	Cc1[nH]n(-c2ccccc2)c(=S)c1C=NCCCN=Cc1c(C)[nH]n(-c2ccccc2)c1=S
  DDE Tn6 FP inh = -8
  GC-B act = -5
  proKLK7 act = -0.6
  NPR1 activator = 6
  rCAG binder = -1
  ASAP1 GAP inh = -14
  ARFGAP1 inh = -6
  HGIII-sPLA2 inh = 11
  ADAM10 inh = -4
  GAA850 FXN act = 6.5
23	CC(C)(C)NC(=O)Cn1nnnc1-c1nonc1N
  DDE Tn6 FP inh = 1
  GC-B act = 4
  proKLK7 act = -0.6
  NPR1 activator = -4
  rCAG binder = 2
  ASAP1 GAP inh = -17
  ARFGAP1 inh = -3
  HGIII-sPLA2 inh = 1
  ADAM10 inh = -5
  GAA850 FXN act = 2.5
24	O=C(C1CCN(S(=O)(=O)c2ccc(Br)s2)CC1)N1CCN(C2CCCCC2)CC1
  DDE Tn6 FP inh = 0
  GC-B act = 1
  proKLK7 act = -0.1
  NPR1 activator = 1
  rCAG binder = -6
  ASAP1 GAP inh = -16
  ARFGAP1 inh = 2
  HGIII-sPLA2 inh = -13
  ADAM10 inh = -2
  GAA850 FXN act = 1.0

Following part.
Sequence of screens – DDE Tn6 FP inh	GC-B act	proKLK7 act	NPR1 activator	rCAG binder	ASAP1 GAP inh	ARFGAP1 inh	HGIII-sPLA2 inh	ADAM10 inh	GAA850 FXN act
31. Cc1ccccc1CNC(=O)c1ccc2nc([C@@H]3O[C@H](CO)[C@H](O)[C@H](O)[C@H]3O)[nH]c2c1
→ -6	0	-0.8	-1	0	-6	-1	16	-15	0.6
32. Cc1ccc(-n2c(Cc3cccc4ccccc34)n[nH]c2=S)c(C)c1
→ 0	-3	0.0	-6	6	5	6	6	7	0.8
33. CN(C)CCO/N=C(\c1ccc(Br)cc1)c1cccnc1
→ -3	-6	-0.9	-7	-2	-6	-10	-4	-1	2.0
34. Cc1ccc2cc3c(nc2c1)N(Cc1ccco1)CC3
→ 2	-1	0.7	-5	-2	8	10	1	-209	2.0
35. CSc1ccc(CN(C)CC(=O)N(C)CC(=O)Nc2ccccc2Br)cc1
→ 2	-2	-0.5	-1	0	-3	-20	1	1	1.3
36. CC(C)CC(NC(N)=O)C(=O)OCC(=O)Nc1ccc(SC(F)F)cc1 (stereo not given)
→ -6	0	0.9	5	-5	5	0	-16	-4	1.4
37. CC(=O)Cc1nsc(NC(=O)c2ccc(COc3ccc(C)cc3)o2)n1
→ -2	-6	-0.2	6	17	-13	6	-16	2	-0.6
38. O=C(NNC(=O)C1CCN(Cc2ccccc2)CC1)c1cccc(Cl)c1
→ 0	0	-0.4	2	2	-12	8	1	10	0.0
39. Cc1ccccc1N=C1Nc2ccccc2CS1
→ 9	-1	-0.3	0	-3	12	9	-3	-12	4.7
40. COc1ccc(-n2nnnc2SCC(=O)Nc2ccc3c(c2)OCCO3)c(OC)c1
→ 2	-11	1.1	-5	4	10	12	-2	2	-2.9
41. Cc1ccc(N2C(=O)N(CC(=O)Nc3ccc(F)c(F)c3)C(=O)C2C)cc1 (stereo not given)
→ 1	-3	-0.2	1	1	7	-2	-1	-3	2.2
42. O=C(CCCCCn1c(=O)[nH]c2ccsc2c1=O)N1CCN(C2CCCCC2)CC1
→ -3	1	-0.1	1	-3	-3	-23	-3	-5	1.3
43. CC(=O)c1cccc(-c2ccnc3c2CC(C(=O)Nc2ccc4c(c2)OCO4)O3)c1 (stereo not given)
→ -1	5	-0.4	4	1	9	-3	-4	8	-5.4
44. CCCCN(CCCC)c1nn[nH]n1
→ 3	9	-0.4	2	0	-1	7	7	-14	0.8
45. O=C(Nc1cccc(Cl)c1)NC1CCS(=O)(=O)C1 (stereo not given)
→ -4	1	-0.2	2	1	14	-6	2	-3	2.0
46. COc1ccccc1OC(=O)c1cc2ccccc2oc1=O
→ 0	-7	3.3	-1	-3	-3	9	0	-8	1.0
47. O=C(CSc1nc(=O)n(CCCN2CCOCC2)c2c1CCC2)Nc1ccccc1F
→ 5	3	0.8	-3	-4	-5	-5	19	80*	0.3

Sorted by count of non-hydrogen atoms (descending): some entries from above
Sequence of screens – DDE Tn6 FP inh	GC-B act	proKLK7 act	NPR1 activator	rCAG binder	ASAP1 GAP inh	ARFGAP1 inh	HGIII-sPLA2 inh	ADAM10 inh	GAA850 FXN act
40. COc1ccc(-n2nnnc2SCC(=O)Nc2ccc3c(c2)OCCO3)c(OC)c1
→ 2	-11	1.1	-5	4	10	12	-2	2	-2.9
32. Cc1ccc(-n2c(Cc3cccc4ccccc34)n[nH]c2=S)c(C)c1
→ 0	-3	0.0	-6	6	5	6	6	7	0.8
46. COc1ccccc1OC(=O)c1cc2ccccc2oc1=O
→ 0	-7	3.3	-1	-3	-3	9	0	-8	1.0
39. Cc1ccccc1N=C1Nc2ccccc2CS1
→ 9	-1	-0.3	0	-3	12	9	-3	-12	4.7
